Myeloid diff 2: compounds promoting myeloid differentiation; ER-HoxA9 myeloid progenitors, lysozyme-GFP differentiation, flow cytometry; calls only at 10 µM; AID 624256; hit rate 1% among 360,000;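 active = normalized GFP-positive differentiation at or above the plate's own cutoff, the solvent-only control mean plus 3 SD; inconclusive = no clear call, values can overlap the other calls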;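 note: cells exposed to compound for four days before flow analysis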
T cell HTS: T cell immune modulation candidate; 2C CD8+ T cell-vesicle binding, flow cytometry; active compounds read low; calls only at 7 µM; hit rate 0.068% among 330,000;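 active = response, share of CD8 T cells binding vesicles, and their 90th percentile fluorescence all below set limits, cut at about 80% in these data, passing the limit was not always enough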
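Also added: QL9-peptide-loaded Drosophila micro-vesicles bearing Ld, ICAM-1 and B7-1; Test system: purified 2C TCR transgenic mouse naive CD8+ T cells; Measured by: cytometric PE anti-B7-1 and Alexa647 anti-CD8 signals after 1% paraformaldehyde fixation; Timing: binding step 1.5 h, 37 °C, antibody labelling 20 min, ice.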
T cell HTS vesicle-bound %: second read-out of T cell HTS, no call of its own (marks repeat the call); double positive events, %; measured here: CD8+ vesicle-bound cell fraction;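 binding gate set so that unloaded-vesicle control wells show 10% double positive cells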
Myeloid diff 2 GFP+ MAC1+ %: second read-out of Myeloid diff 2, no call of its own (marks repeat the call); GFP+ MAC1+ double positive, %; measured here: differentiation confirmed by MAC1 staining
* marks the source's active call; other numbers are inactive results; i = inactive; ? = inconclusive; nt = not tested or not shown; + = active, no number. An excerpt, so the mix of outcomes need not match the whole.

SMILES	Myeloid diff 2	Myeloid diff 2 GFP+ MAC1+ %	T cell HTS	T cell HTS vesicle-bound %
O=C(NCC(c1ccc(F)cc1)N1CCOCC1)c1ccc(-c2ccccc2)cc1 (centres undefined)	i	1.1	i	38
COc1cc(C)c(C)cc1S(=O)(=O)NC1CC(C)(C)NC(C)(C)C1	i	0.4	i	35
CN(CC(=O)Nc1ccc(Cl)c(C(F)(F)F)c1)C(=O)CCN1C(=O)C2CC=CCC2C1=O (centres undefined)	i	0.9	i	63
Cn1c(=O)oc2cc(S(=O)(=O)Nc3ccc(O)cc3)ccc21	i	0.7	i	37
C/C=C(/C)C(=O)O[C@@H]1c2c(ccc3ccc(=O)oc23)OC(C)(C)[C@@H]1OC(C)=O	i	3.3	i	27
C=C(C)COc1ccc(C2NC(=O)c3ccccc3O2)cc1OCC (centres undefined)	i	0.5	i	50
C[C@H]1[C@H](C)CC[C@]2(C)CC[C@]3(C)C(=CC(=O)C4[C@@]5(C)CC[C@H](O)C(C)(C)C5CC[C@]43C)[C@H]12 (some centres undefined)	i	1.0	i	26
CN(CC(=O)NCC1COc2ccccc2O1)S(=O)(=O)c1ccc(Cl)cc1 (centres undefined)	i	0.7	i	23
O=C(COC(=O)C1CC2CCCC(C1)C2=O)NNC(=O)c1ccc([N+](=O)[O-])cc1 (centres undefined)	i	0.5	i	36
CCCn1c(SCC(=O)N2CCc3ccccc32)n[nH]c1=O	i	1.2	i	25
CCOc1ccc(S(=O)(=O)NCCC(=O)NCC(c2ccco2)N2CCCCC2)cc1 (centres undefined)	i	0.6	i	42
O=C(Nc1ccc(Cl)c(S(=O)(=O)N2CCOCC2)c1)c1cccs1	i	1.6	i	38
O=C(c1cccc(-n2cccc2)c1)N1CCN(S(=O)(=O)c2ccccc2)CC1	i	0.8	i	30
O=C(CN1C(=O)NC2(CCCC2)C1=O)OCCOc1cccc(Cl)c1	i	0.2	i	39
Cc1cc(C)c(C)c(S(=O)(=O)N2CCN(C(=O)c3ccc4c(=O)n5c(nc4c3)CCC5)CC2)c1C	i	1.2	i	12
O=S(=O)(c1ccc(Cl)nc1)N1CCC(Cc2ccccc2)CC1	i	0.9	i	32
CC(Oc1ccc2c(c1)oc(=O)c1ccccc12)C(=O)NCC1CCC(C(=O)O)CC1 (centres undefined)	i	2.4	i	6
CC1Cc2ccccc2N1S(=O)(=O)c1cccc(C(=O)NNC(=O)c2ccccc2F)c1 (centres undefined)	i	0.8	i	38
Cc1cccc(NC(=O)/C(C#N)=C/c2ccc(Cl)cc2)n1	i	0.8	i	25
CCC(CO)Oc1cc(NC(=O)c2cccc3ccccc23)c2ncn(C(C)C)c2c1 (centres undefined)	i	0.5	i	18

A stretch from the list above:
SMILES	Myeloid diff 2	Myeloid diff 2 GFP+ MAC1+ %	T cell HTS	T cell HTS vesicle-bound %
O=C(COC(=O)C1CC2CCCC(C1)C2=O)NNC(=O)c1ccc([N+](=O)[O-])cc1 (centres undefined)	i	0.5	i	36
CCCn1c(SCC(=O)N2CCc3ccccc32)n[nH]c1=O	i	1.2	i	25
CCOc1ccc(S(=O)(=O)NCCC(=O)NCC(c2ccco2)N2CCCCC2)cc1 (centres undefined)	i	0.6	i	42
O=C(Nc1ccc(Cl)c(S(=O)(=O)N2CCOCC2)c1)c1cccs1	i	1.6	i	38
O=C(c1cccc(-n2cccc2)c1)N1CCN(S(=O)(=O)c2ccccc2)CC1	i	0.8	i	30
O=C(CN1C(=O)NC2(CCCC2)C1=O)OCCOc1cccc(Cl)c1	i	0.2	i	39
Cc1cc(C)c(C)c(S(=O)(=O)N2CCN(C(=O)c3ccc4c(=O)n5c(nc4c3)CCC5)CC2)c1C	i	1.2	i	12
O=S(=O)(c1ccc(Cl)nc1)N1CCC(Cc2ccccc2)CC1	i	0.9	i	32
CC(Oc1ccc2c(c1)oc(=O)c1ccccc12)C(=O)NCC1CCC(C(=O)O)CC1 (centres undefined)	i	2.4	i	6
CC1Cc2ccccc2N1S(=O)(=O)c1cccc(C(=O)NNC(=O)c2ccccc2F)c1 (centres undefined)	i	0.8	i	38
Cc1cccc(NC(=O)/C(C#N)=C/c2ccc(Cl)cc2)n1	i	0.8	i	25
CCC(CO)Oc1cc(NC(=O)c2cccc3ccccc23)c2ncn(C(C)C)c2c1 (centres undefined)	i	0.5	i	18

Next entries:
SMILES	Myeloid diff 2	Myeloid diff 2 GFP+ MAC1+ %	T cell HTS	T cell HTS vesicle-bound %
CCOc1ccc(NC(=O)CN(C)C(=O)c2nc3nc(C)cc(C)n3n2)cc1OCC	i	0.9	i	42
Oc1ccc(C[C@H]2CNCCN2CCc2cc(C(F)(F)F)cc(C(F)(F)F)c2)cc1	i	1.4	i	44
CC(C)N(Cc1ccccc1)C(=O)COC(=O)c1ccc(O)cc1	i	0.4	i	45
Cc1ccccc1NC(=O)C(C)OC(=O)CNS(=O)(=O)c1ccc(C#N)cc1 (centres undefined)	i	0.4	i	26
Cc1ccc(S(=O)(=O)N2CCN(C(=O)COC(=O)c3oc4ccccc4c3C)CC2)cc1	i	0.6	i	34
CC(C)(C)c1ccc(S(=O)(=O)N2CCN(Cc3cc4c(cc3O)OCO4)CC2)cc1	i	0.8	i	42
CSCCC(NC(=O)c1ccccc1Cl)C(=O)OCC(=O)N1CCCC1=O (centres undefined)	i	1.0	i	9
CCN(CC(=O)Nc1cc(Cl)ccc1C)C(=O)CSCc1ccc(C)cc1	i	1.2	i	58
COc1ccc(Cl)cc1NC(=O)CN(C)C(=O)c1cn2ccccc2n1	i	1.4	i	33
CC(C)(C)OC(=O)N1CCN(C(=O)c2[nH]cnc2C(=O)NCc2ccccc2)CC1	i	0.5	i	39
CC1CCCCC1NC(=O)c1ccc2c(c1)OCCO2 (centres undefined)	i	0.7	i	27
CN(Cc1ccccc1)C(=O)COC(=O)c1ccc(Br)c(S(=O)(=O)N2CCOCC2)c1	i	1.7	i	49
C#CCOCCOCCOCCNc1nc(N2CCN(C(=O)Cn3cc(CCCN=C(N)N)nn3)CC2)nc(N2CCN(C(=O)[C@H](CCCCN)n3cc(CC(C)O)nn3)CC2)n1 (some centres undefined)	i	0.8	i	31
Cc1cccc(NC(=O)CN2CCN(C(=O)c3cnn(Cc4ccccc4)c3)CC2)c1C	i	0.7	i	2
CCN(C[C@H]1N[C@@](Cc2ccccc2)(C(=O)OC)[C@H]2C(=O)N(C)C(=O)[C@@H]12)C(=O)c1ccc(C)cc1	i	0.5	i	23
CC(=O)Nc1ccc(S(=O)(=O)N2CCSc3ccccc32)cc1	?	nt	i	53
Cc1ccc(S(=O)(=O)N2[C@@H](c3ccc(Br)cc3)C(C(=O)O)=C[C@H]2CC2CCCC2)cc1	i	0.9	i	10
O=C(CSc1ccccc1)Nc1cccc(S(=O)(=O)N2CCOCC2)c1	i	0.3	i	37
O=C(O)c1ccccc1Nc1cccc(OCc2ccc3ccccc3n2)c1	i	1.2	i	47
CC(C)n1ncc2c(C(=O)NCC(=O)Nc3ccccc3Br)cc(C3CC3)nc21	i	1.0	i	32
O=C(COC(=O)c1ccc(Br)o1)NCc1ccccc1Cl	i	0.7	i	27
O=S(=O)(Nc1cc(Cl)ccc1-n1cncn1)c1cc(Br)ccc1Br	i	0.7	i	12
COc1ccc([C@H]2CC(=O)C=C(c3cccc(C#N)c3)C2)cc1	i	0.2	i	20
Cn1c(=O)c(-c2cccc(Cl)c2)c(O)c2ccccc21	i	0.0	i	43
Cc1ccc(Sc2ncccc2[N+](=O)[O-])cc1	i	0.7	i	18
COc1ccccc1C(=O)COC(=O)C1CCN(S(=O)(=O)c2ccc(C)c(C)c2)CC1	i	0.3	i	28
COc1cc(C(=O)NCCOc2cc(C)ccc2C(C)C)cc(OC)c1OC	i	0.4	i	13
CC1CC(=O)Nc2ccccc2N1C(=O)COc1cc(Cl)ccc1Cl (centres undefined)	i	1.1	i	9
COc1ccc(C(=O)NCC(=O)OCC(=O)N2CC(C)OC(C)C2)cc1OC (centres undefined)	i	1.1	i	39
O=C(CCNC(=O)c1ccco1)NCCc1c[nH]c2ccccc12	i	1.0	i	30
COc1ccc(NC(=O)CN(C)C(=O)c2cccnc2Sc2ccc(C)c(C)c2)cc1	i	0.7	i	9
CC1CCCN(C(=O)c2cccc(S(=O)(=O)N3CCCC3)c2)C1 (centres undefined)	i	0.5	i	33
CC(Sc1ccc(Cl)cc1)C(=O)NNC(=O)c1ccncc1 (centres undefined)	i	0.1	i	45
C=CC[C@@H](CC(=O)N[C@@H](CO)Cc1ccccc1)C(=O)N[C@H](COC(=O)[C@H](CC=C)CC(=O)OC(C)(C)C)Cc1ccccc1	i	0.4	i	54
COc1ccc2c(C(=O)c3ccc(C)cc3)n(Cc3ccc(C(N)=O)cc3)[n+]([O-])c2c1	i	2.2	i	10
CCc1ccccc1NC(=O)CNC(=O)CNC(=O)C1CCCCC1	i	1.3	i	30
CCC(CO)Oc1cc(NCc2cccc(F)c2)c2ncn(C(C)C)c2c1 (centres undefined)	i	1.9	i	29
O=C(Nc1cc(S(=O)(=O)N2CCOCC2)ccc1Cl)c1cc([N+](=O)[O-])ccc1Cl	i	0.7	i	33
C[C@H](NS(=O)(=O)c1ccc(F)cc1)C(=O)OCC(=O)c1c(N)n(C)c(=O)n(C)c1=O	i	0.1	i	28
CC(C)c1ccc(N(CC(=O)NCc2ccc(F)cc2)C(=O)c2snc(C(N)=O)c2N)cc1	i	0.8	i	31
CN(C)S(=O)(=O)c1cccc(NC(=S)NNC(=O)c2cc3ccccc3cc2O)c1	i	0.8	i	34
CCCCN(C(=O)C1CC(=O)N(c2ccc3c(c2)OCCO3)C1)c1c(N)n(CCC)c(=O)[nH]c1=O (centres undefined)	i	0.1	i	4
O=C(OCn1nnc2ccccc2c1=O)c1cccc(S(=O)(=O)N2CCOCC2)c1	i	0.3	i	44
CC(=O)N1CCc2c(sc(NC(=O)CCS(=O)(=O)c3ccc(C)cc3)c2C#N)C1	i	0.5	i	20
COc1c(Cl)cc(C(=O)O)cc1Cl	i	3.8	i	23
CC1(C)CC(=O)C=C(c2ccc3c(c2)OCO3)C1	i	3.1	i	13
COc1ccc([C@H]2CC(=O)C=C(c3cc(C=O)ccc3OC)C2)cc1	?	nt	i	25
CSCCC(NS(=O)(=O)c1ccccc1F)C(=O)NCC(c1ccc(F)cc1)N1CCOCC1 (centres undefined)	i	0.6	i	44
O=C1COc2ccc(C(=O)COC(=O)Cc3ccc(F)cc3)cc2N1	i	0.6	i	30
CC1CCC2(CC1)NC(=O)N(CC(=O)NC1(C#N)CCCCC1)C2=O (centres undefined)	i	0.5	i	54

Later entries:
SMILES	Myeloid diff 2	Myeloid diff 2 GFP+ MAC1+ %	T cell HTS	T cell HTS vesicle-bound %
CCOC(=O)C1=C(C)N(C)C(=O)NC1c1cccc([N+](=O)[O-])c1 (centres undefined)	i	2.1	i	24
COc1ccc(Cl)cc1Nc1nc(NCCO)nc(N2CCCCC2)n1	i	0.6	i	24
C[C@H](NC(=O)c1ccco1)C(=O)N1CCN(c2ccc(C(F)(F)F)cn2)CC1	i	1.1	i	38
Cc1ccc(NS(=O)(=O)c2ccc(C(C)C)cc2)cc1S(=O)(=O)N1CCOCC1	i	0.3	i	39
COc1ccccc1NCC(=O)NN=C1CCS(=O)(=O)c2ccc(F)cc21	i	0.4	i	18
O=C(COC(=O)CCNS(=O)(=O)c1ccccc1F)Nc1nnc(-c2ccccc2)o1	i	0.3	i	28
CCc1ccccc1Nc1nc(N)nc(COC(=O)CCC(=O)c2ccc(F)cc2)n1	i	1.2	i	26
O=C(N/N=C/c1ccccc1)c1cccc2ccccc12	i	0.7	i	28
CC(C)(C)OC(=O)N1CCC(NC(=O)c2nc[nH]c2C(=O)N2CCc3ccccc3C2)CC1	i	0.9	i	37
O=C(COC(=O)c1cc(S(=O)(=O)N2CCCC2)ccc1O)NCCc1ccccc1	i	0.3	i	45
CCCCCc1c2c(cc(O)c1C(=O)O)OC(=O)c1cc(C(=O)CCCC)c(OC)cc1O2	i	3.4	i	7
O=[N+]([O-])c1cc(-c2csc(NCCc3nc4cc(C(F)(F)F)ccc4n3CCCO)n2)ccc1Cl	i	0.1	i	33
CCOc1ccc(S(=O)(=O)N2CCN(C(=S)NCC3CCCO3)CC2)cc1 (centres undefined)	i	0.4	i	58
CCCCn1c(=O)[nH]c(=O)c2c1nc(CN(C)Cc1cccc(OC)c1OC)n2CCC	i	0.6	i	66
Cc1nnc(SCC2=C(C(=O)O)N3C(=O)C(NC(=O)COc4ccc(F)cc4)C3SC2)s1 (centres undefined)	i	0.6	i	38
Cc1ccc(S(=O)(=O)N2CCC(C(N)=O)CC2)cc1C(=O)NC1CCCCC1	i	1.1	i	53
COc1ccccc1NC(=O)Nc1nc(CC(=O)Nc2cccc(F)c2)cs1	i	0.8	i	10
COC(=O)[C@H](Cc1ccccc1)NC(=O)[C@@H](N)CC(=O)OCc1ccccc1	+	5.8*	i	42
COc1cccc(CNC(=O)C(=O)NCC2CCCN2S(=O)(=O)c2cc(C)ccc2C)c1 (centres undefined)	i	0.3	i	36
CC(C)C(NC(=O)c1ccccc1)C(=O)OCn1nnc2ccccc2c1=O (centres undefined)	i	0.4	i	43
CCCCN(C(=O)C1CC(=O)N(CCc2ccc(OC)c(OC)c2)C1)c1c(N)n(CCCC)c(=O)[nH]c1=O (centres undefined)	i	0.8	i	52

Assay outcomes as filed in PubChem.
